High-throughput results as filed in PubChem.
D2 PAM: positively modulates the human D2 dopamine receptor allosterically; 340,000 tested, 0.34% active; HEK293 T-REx D2, calcium flux, EC20 dopamine potentiation; potentiation, % at 10 µM; P14416;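 active = potentiation over 3 SD above the plate norm, cut at about 30% in these data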; note: 0% is about no effect
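Tetracycline-induced HEK293 T-REx cells force-coupled to calcium signalling expressed D2; compounds were pin-added after a 10 s baseline, read kinetically 180 s, then an EC20 dopamine challenge followed with a further 180 s calcium read.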
RXFP1 ag: agonists of human relaxin receptor RXFP1. Q9HBX9. HEK293T-RXFP1 cAMP TR-FRET, 30 min; response scale: percent of porcine relaxin response, buffer zero. Potency, µM (titrated, usually from 57.5 µM), for the others: top-dose activation, actives largely listed as activators. 370,000 tested, 0.3% active; note: potency is the fitted concentration of half-maximal effect; % is set by controls: 0 for no effect and ±100 for the full control effect; nearly all actives have a fitted effect of over 60% in size; many of its hits are not listed in these tables
Target sequence (Q9HBX9 whole entry, looked up): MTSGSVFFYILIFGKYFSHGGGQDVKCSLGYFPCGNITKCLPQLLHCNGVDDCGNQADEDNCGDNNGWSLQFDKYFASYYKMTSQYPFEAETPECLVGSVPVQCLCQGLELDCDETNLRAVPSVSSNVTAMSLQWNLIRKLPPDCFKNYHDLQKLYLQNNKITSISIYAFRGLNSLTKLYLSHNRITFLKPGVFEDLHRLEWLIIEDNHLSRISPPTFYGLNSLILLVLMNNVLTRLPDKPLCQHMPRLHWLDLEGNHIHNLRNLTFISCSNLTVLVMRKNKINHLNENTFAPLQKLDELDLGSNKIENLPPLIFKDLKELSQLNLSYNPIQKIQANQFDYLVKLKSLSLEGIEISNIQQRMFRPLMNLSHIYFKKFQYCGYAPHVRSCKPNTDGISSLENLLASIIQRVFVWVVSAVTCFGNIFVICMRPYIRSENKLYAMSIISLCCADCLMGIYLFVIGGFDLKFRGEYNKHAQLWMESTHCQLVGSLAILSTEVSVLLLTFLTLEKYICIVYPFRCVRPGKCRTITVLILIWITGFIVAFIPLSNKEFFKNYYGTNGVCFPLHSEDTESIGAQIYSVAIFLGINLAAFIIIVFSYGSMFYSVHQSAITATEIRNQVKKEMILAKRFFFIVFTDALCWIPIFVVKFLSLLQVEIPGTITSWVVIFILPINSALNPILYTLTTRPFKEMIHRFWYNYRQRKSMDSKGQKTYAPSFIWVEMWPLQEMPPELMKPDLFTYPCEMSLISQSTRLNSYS
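cAMP rise read by TR-FRET after 30 min, 37C compound exposure (up to 58 uM) in RXFP1-transfected HEK293 cells with Ro 20174 present. EC50 from Hill-equation fits, with 29 nM porcine relaxin as 100% and buffer as basal.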
RXFP1 antag: antagonists of human relaxin receptor RXFP1 | Q9HBX9 | HEK293-RXFP1, relaxin-stimulated cAMP HTRF, 30 min; stronger effect = lower value | activity change, negative = inhibition, % at 57.5 µM | 350,000 tested, 0.59% active | AID 1259400;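 active = activity change of -60% or lower, but not beyond a set lower limit; inconclusive = change between -60% and -40%, or beyond the set limit; inactive = change above -40%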; note: % is set by controls: 0 for no effect and ±100 for the full control effect
Vif-APOBEC3F blk: Vif-A3F binding inhibition; 390,000 tested, 0.2% active; Potency, µM (titrated, usually from 46.1 µM), without a hit: at the top dose activity, negative = active; HeLa A3F-eYFP + Vif (tagged APOBEC3F with the HIV-1 protein that degrades it), YFP fluorescence increase; AID 602313; note: potency is the fitted concentration of half-maximal effect; % of control where 0% means no effect; nearly all actives have a fitted effect of over 65% in size
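HeLa cells stably expressing A3F-eYFP plus Vif, plated and incubated overnight at 37 deg C, then exposed to compounds overnight at 37 deg C. Blocked degradation read as raised yellow fluorescence (Ex 488/Em 500-530).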
Glioma ERSR ind: ER stress response induction in glioma; 420,000 tested, 0.02% active; U87-MG GRP78 promoter luciferase reporter, 16 h; Potency, µM, without a hit: at the top dose activation, usual class: activators; note: potency is the fitted concentration of half-maximal effect; series mostly up to about 76 µM; % of control where 0% means no effect; nearly all actives have a fitted effect of over 35% in size
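Stably transfected U87-MG human glioma cells carrying a GRP78-based luminescent sensor were seeded at 1000 cells/well, pin-dosed with compounds and incubated 16 h. Luciferase reagent was then added, and end-point luminescence was read after 10 min at room temperature.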
D1 potentiator: human D1 dopamine receptor positive modulation | P21728 | HEK293 TREx D1 cells, calcium flux, dopamine EC20 potentiation | potentiation, % at 10 µM | 360,000 tested, 0.036% active | AID 504651; in the data active = potentiation above about 30%; note: 0% is about no effect
D1 antag: blocks dopamine activation of the human D1 receptor; HEK293 TREx D1 cells, calcium flux, dopamine EC80; stronger effect = lower value; P21728; 360,000 tested, 3.2% active; AID 504652; activity change, negative = inhibition, % at 10 µM; in the data active = activity change below about -30%; note: % is set by controls: 0 for no effect and ±100 for the full control effect
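Inducible Hek293 Trex D1 cells (tetracycline, overnight, 30 C). Calcium dye 30–90 min RT. Antagonist mode: EC80 dopamine added after 180 s compound read.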
Vif-A3G inh: Vif-A3G binding inhibition | Q9HC16 | HeLa A3G-eYFP + Vif (tagged APOBEC3G with the HIV-1 protein that degrades it), YFP fluorescence, overnight | Potency, µM (doses to about 46.1 µM), for the others: at the top dose activity, negative = active, usual class: inhibitors | 410,000 tested, 0.076% active | AID 602310;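 note: potency is the fitted concentration of half-maximal effect; % is set by controls: 0 for no effect and ±100 for the full control effect; nearly all actives have a fitted effect of over 60% in size; hits raise eYFP signal because A3G escapes Vif-driven loss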
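Read-out is eYFP fluorescence (Ex 488/Em 500-530) from Vif-expressing HeLa A3G-eYFP cells; more signal means A3G escaped Vif-mediated degradation. Cells plated overnight, compound pinned in, incubated overnight at 37 deg C.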
D1 agonist: human D1 receptor agonism | P21728 | HEK293 T-REx D1 cells, calcium flux, agonist mode | activation, % at 2 µM | 360,000 tested, 1% active | AID 504660; in the data active = activation above about 30%; note: 0% is about no effect
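Inducible HEK293 T-REx D1 cells, force-coupled to calcium signalling, were plated at 4000 cells/well with tetracycline and held overnight at 30 C. After no-wash calcium dye loading, compound-evoked calcium rise over 180 s flagged agonists.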
Numbers without * were called inactive; ? = inconclusive; . = not tested or not shown. Unless noted, calls come from the whole dose curve; as a rule, active = well fitted curve in the direction sought with a large enough effect; inconclusive = small, poorly fitted or top-dose-only effect, or another doubt; inactive = no such curve, though single readings can be large; an effect the other way counts as inactive or inconclusive. The list is partial; count on the stated rates, not on these rows.

SMILES	D2 PAM	RXFP1 ag	RXFP1 antag	Vif-APOBEC3F blk	Glioma ERSR ind	D1 potentiator	D1 antag	Vif-A3G inh	D1 agonist
CCOc1ccc(OCCC(=O)N(CC)CC(=O)Nc2ccccc2C(F)(F)F)cc1	16	0.0%	-2	0%	-4%	-3	-9	-1%	0
O=C1/C(=C/c2cccs2)CCC/C1=C\c1cccs1	2	2.1%	-35	-15%	-2%	-2	3	-12%	11
CC(C)=N/N=c1\scc(C)n1Cc1ccco1	8	0.3%	-4	3%	-3%	2	1	1%	1
CC1CCC/C(=N/Nc2ccc([N+](=O)[O-])cc2[N+](=O)[O-])C1 (stereo not given)	-1	-0.6%	-27	-2%	-2%	-1	-32*	-5%	7
Cc1ccc2nc(N3C(=O)C(O)=C(C(=O)c4ccc(C)o4)C3c3ccc(O)cc3)sc2c1 (stereo not given)	25	?	4	-3%	3%	2	4	-18%	3
N#Cc1sc2nc(N3CCCCC3)c3c(c2c1N)CCCC3	4	4.4%	-14	2%	-15%	4	1	1%	0
COc1cccc(NC(=O)CSc2nc3scc(C)c3c(=O)[nH]2)c1	-9	?	7	-18%	-6%	-6	-15	-6%	10
Cc1ccc2oc(=O)n(Cc3ccc(F)cc3)c2c1	-7	0.0%	-20	?	-6%	-12	-5	-4%	1
COc1cc(/C=N/n2cnnc2)ccc1OC(=O)c1cccnc1	21	-0.9%	8	-2%	-7%	-5	7	0%	2
COc1ccccc1NS(=O)(=O)c1ccc2c(c1)NC(=O)C(C)S2 (stereo not given)	9	-0.8%	13	4%	-5%	-4	1	-6%	32*
CC1(C)CC(=O)C(C(=O)C2CCN(S(=O)(=O)c3ccccc3)CC2)C(=O)C1	7	2.8%	-10	3%	-3%	0	9	-1%	1
O=C1O/C(=C\C(=O)N2CCOCC2)c2ccccc21	-3	-0.2%	5	-3%	-1%	-2	8	-1%	2
NC(N)=NS(=O)(=O)c1ccc(NC(=S)NC(=O)c2sc3ccccc3c2Cl)cc1	-9	2.4%	.	6%	-1%	0	7	4%	2
COc1ccccc1CN1CCC(n2nccc2NC(=O)CCc2ccccc2)CC1	2	-2.1%	0	0%	-6%	5	0	2%	8
O=C(CSc1nc2[nH]ncc2c(=O)[nH]1)c1ccccc1	0	4.0%	?	-4%	-2%	1	-7	0%	5

New compounds follow.
SMILES	D2 PAM	RXFP1 ag	RXFP1 antag	Vif-APOBEC3F blk	Glioma ERSR ind	D1 potentiator	D1 antag	Vif-A3G inh	D1 agonist
COc1cccc(OC)c1C(=O)Nc1cc2c(cc1N1CCOCC1)n(C)c(=O)n2C	-4	3.9%	-4	-16%	-4%	-2	-4	-4%	3
O=C(Nc1nc2ccccc2s1)c1cccc(N2C(=O)CCC2=O)c1	-3	-2.5%	-7	-10%	-1%	-5	-15	-2%	1
Clc1cccc(-c2ccc(/C=N/n3cnnc3)o2)c1	-13	0.0%	0	-1%	3%	-4	-33*	-9%	-1
CC(SCc1ccccc1)C(=O)Nc1ccccc1F (stereo not given)	9	3.9%	14	-1%	-2%	-5	-1	2%	3
FC(F)(F)c1nnc(-c2ccccc2)nc1N1CCOCC1	-8	-0.4%	2	-5%	-3%	-6	6	-1%	1
COc1ccccc1C(=O)NCC(=O)NCCC(c1ccccc1)c1ccccc1	-15	0.7%	-25	12%	-5%	.	-13	2%	18
O=C(Nc1cccc(-c2nc3cccnc3s2)c1)c1cccnc1Cl	9	0.0%	?	2%	2%	0	-14	1%	3
CCCN1CCc2c(sc(NC(=O)c3ccc(S(=O)(=O)N4CCCC4)cc3)c2C(N)=O)C1	-3	-1.6%	-8	?	-6%	-1	13	?	19
Cc1ccc(C)c(-n2nnnc2Sc2nnnn2-c2ccccc2)c1	.	0.6%	1	0%	-7%	0	1	-20%	4
O=c1cc(N2CCN(Cc3ccccc3)CC2)[nH]c(=O)n1Cc1ccc(F)cc1	12	-0.3%	16	-8%	-3%	-2	21	1%	1
CC(C)CNS(=O)(=O)c1cc2c3c(c1)CC(=O)N3CCC2	0	-1.1%	3	6%	-2%	1	-9	-3%	5
CCCOC(=O)C1=C(C)NC2=C(C(=O)C(C(=O)OC)C(C)C2)C1c1ccc(N(C)C)cc1 (stereo not given)	.	1.2%	2	-8%	6%	.	.	3%	.
CCOC(=O)c1nn(-c2ccccc2)c(=O)cc1OCC(=O)Nc1ccccc1OCC	.	2.5%	-6	-18%	-3%	1	10	1%	1
CCS(=O)(=O)N1CCc2cc(C(=O)NCc3ccccc3OC)ccc21	-2	-3.6%	.	-3%	1%	-1	3	2%	-1
Cc1ccc(C)c(NC(=O)CN(C)C(=O)c2cccc(Oc3ccccc3)c2)c1	.	.	0	7%	0%	.	.	2%	.

(next part)
SMILES	D2 PAM	RXFP1 ag	RXFP1 antag	Vif-APOBEC3F blk	Glioma ERSR ind	D1 potentiator	D1 antag	Vif-A3G inh	D1 agonist
COc1ccc(S(=O)(=O)N2CCCCC2)cc1NC(=O)c1c(F)cccc1Cl	8	-1.9%	-5	-9%	-3%	0	4	-5%	-1
Cc1cc(C)c2nc(NC(=O)c3ccc4c(=O)n5c(nc4c3)CCCCC5)sc2c1	-5	-2.2%	2	-3%	-8%	-1	-8	0%	2
Cc1cccc(OCC(=O)Nc2ccccc2C(=O)OCc2cc(=O)n3nc(C)sc3n2)c1	-7	2.8%	16	2%	0%	1	2	0%	1
Cc1cc(NS(=O)(=O)c2ccc(NC(=O)/C=C/c3ccc(C)o3)cc2)nc(C)n1	8	1.0%	-2	-10%	-1%	-1	-5	1%	0
O=C(CCn1ccnc1)Nc1cc(Cl)ccc1O	-8	-2.7%	4	3%	3%	2	-5	0%	4
CN(Cc1ccccc1)C(=O)CNC(=O)Cn1cnc2ccccc2c1=O	5	0.6%	-6	1%	-2%	-2	12	-4%	1
Cc1ccc(NC(=O)CSc2nnc(Cc3cccn3C)n2-c2ccc(F)cc2)c(C)c1	-20	0.5%	-18	-5%	-2%	-3	5	-1%	2
O=C1CC(N2CCN(Cc3ccccc3)CC2)C(=O)N1 (stereo not given)	9	2.7%	1	-3%	1%	-9	-8	-1%	0
CC(=O)c1ccc(NC(=O)C2CCCC2)cc1	-4	1.1%	6	0%	4%	5	2	2%	4
Cc1c(C(=O)Nc2cccc(Cl)c2)oc2ccc(S(=O)(=O)N(C)C3CCCCC3)cc12	-3	-0.2%	-4	1%	-2%	-2	-16	-4%	0
CN(C)C(=O)COc1ccc(S(=O)(=O)c2ccc(OCC(=O)N(C)C)cc2)cc1	10	0.7%	-1	-6%	-2%	-4	-21	0%	2
COc1ccc(CC(=O)OCC(=O)Nc2ccc3c(c2)OCO3)cc1	8	1.8%	-12	-1%	-3%	6	-5	-3%	-3
CCCN1CCN(c2ncnc3sc(C(=O)Nc4cccc(Cl)c4C)c(C)c23)CC1	0	4.8%	.	0%	0%	1	2	5%	-2
Cc1c(Cl)cccc1N1C(=O)CC(NNC(=O)c2ccc3c(c2)OCO3)C1=O (stereo not given)	.	.	-5	0%	-1%	.	.	-8%	.
N#Cc1c(-c2ccncc2)c2c([nH]c1=S)CCCC2	.	0.7%	-4	2%	-8%	-3	-14	0%	1

The list goes on.
SMILES	D2 PAM	RXFP1 ag	RXFP1 antag	Vif-APOBEC3F blk	Glioma ERSR ind	D1 potentiator	D1 antag	Vif-A3G inh	D1 agonist
COc1ccc(NC(=O)NC23CC4(C)CC(C)(CC(C)(C4)C2)C3)cc1OC	-3	-0.4%	-22	11%	0%	-11	-7	6%	0
COc1ccc(OC)c2c(N3CC(C)OC(C)C3)cc(C(F)(F)F)nc12 (stereo not given)	-3	3.9%	-7	0%	-3%	-1	-30	2%	1
O=C(OCC(=O)N1CCCCCC1)c1cc(S(=O)(=O)N2CCOCC2)ccc1F	.	.	1	0%	-6%	.	.	1%	.
NC(=O)c1ccc([N+](=O)[O-])cc1SCc1ccccc1	-4	1.9%	-15	-2%	-3%	2	2	-2%	2
Cc1nc2nc[nH]n2c(=O)c1NS(=O)(=O)c1ccc(F)cc1	-8	3.8%	3	0%	-3%	-2	11	12%	4
O=C(COc1ccccc1)Nc1c2c(nn1-c1ccc(F)cc1)CS(=O)(=O)C2	0	0.9%	-6	4%	-3%	-4	-22	5%	3
O=C(N1CCC(O)(c2cccnc2)CC1)C12CC3CC(CC(C3)C1)C2	8	-0.4%	-1	-1%	-6%	-2	14	1%	3
O=C(CCNC(=O)c1ccc(Br)o1)NCc1ccc(Cl)cc1	-17	0.0%	-15	4%	-1%	-1	-2	-2%	1
CCCCNC(=O)[C@@H]1CSC2c3ccccc3C(=O)N21 (stereo not given in full)	3	2.5%	2	11%	-5%	-10	8	-3%	2
CC(=O)c1c(C)n(-c2ccccc2)c2ccc(OCC(N)=O)cc12	2	1.1%	-11	3%	-2%	-2	-15	2%	2
O=c1[nH]c(C2CCN(S(=O)(=O)c3ccc(C(F)(F)F)cc3)CC2)nc2c1nnn2Cc1ccc(F)cc1	7	4.8%	-8	-2%	2%	-3	-3	0%	1
CCOC(=O)/C(C#N)=C/c1cccc(C)c1	11	-0.9%	11	0%	-1%	-7	-6	-3%	2
Cc1ccc(OCCNC(=O)CNC(=O)c2ccc(C)cc2)cc1	8	-1.4%	-4	3%	-7%	0	-16	2%	2
